PRMT1 FP inh – blocks human protein arginine methyltransferase 1. Q99873. recombinant PRMT1, activity-based probe fluorescence polarization. inhibition, % at 2.79 µM. 1.3% of 370,000 active. AID 652257;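 active means inhibition above about 21% made by adding two undisclosed values, limit read from the data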
TCR-CD3 inh – human TCR-CD3 binding inhibition. TAMRA-labeled TCR probe fluorescence, biochemical. inhibition, % at 9.4 µM. 0.37% of 360,000 active. AID 651800; in the data active means inhibition above about 19%;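 further: recombinant mutant TCR 2C K166C tagged with TAMRA read by polarization; 0% = receptor in buffer alone and 100% = receptor with positive control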
HTRA1 inhibitor – HTRA1 (human) protease inhibition | inhibition, % at 5.96 µM | Q92743 | 0.5% of 340,000 active | recombinant HTRA1, FP-rhodamine activity-based probe, fluorescence polarization; in the data active means inhibition above about 36%;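 further: 0% = enzyme with DMSO and 100% = wells lacking enzyme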
Tn7 DDE FP – inhibitors of Tn7 peptide binding to human fibrin DD(E) | FP displacement of FITC-Tn7 peptide from fibrin DD(E); 0% = median of compound wells per plate | inhibition, % at 8.3 µM | 0.13% of 370,000 active | AID 720508;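 active means inhibition above the mean of compounds falling within the control limits plus 3 SD of them, cut at about 14% in these data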;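 further: 0% = plate median of compound wells and 100% = 10 µM Aha-Tn7 peptide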
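Measure: % inhibition scaled between sample-field median and high-control FP; Test system: human fibrin DD(E); Quantity: 2 µM final DD(E) protein; Doses: one dose, 8.3 µM nominal; Schedule: compound with protein 10 min, then 3 h after probe, room temperature; Detection: fluorescence polarization; Medium: Tris buffer with calcium and detergent, pH 7.8.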
TDP2 absorb – blocks human TDP2 phosphodiesterase activity; O95551; recombinant TDP2, T5PNP hydrolysis, p-nitrophenol absorbance 415 nm; inhibition, % at 12.8 µM; 0.34% of 370,000 active;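 active means inhibition above the mean of all tested compounds plus 3 SD, set per campaign, cut at about 25% in these data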;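 further: 0% = DMSO with enzyme and 100% = buffer with substrate but no TDP2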
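Assay system: Recombinant human TDP2 | Quantity: 120 nM TDP2 per well | Incubation: 2 h at 37 °C | Signal: Epi absorbance | Evaluation: Percent inhibition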
UHRF1 MBD2 ctr – human UHRF1 methylated DNA binding inhibitors; Q96T88; UHRF1 binding to methylated oligo, TR-FRET; inhibition, % at 4.4 µM; 0.75% of 370,000 active; in the data active means inhibition above about 21%;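 further: UHRF1 SRA domain binding a hemimethylated CpG hairpin DNA probe; 0% = median of test compound wells and 100% = reference inhibitor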
Target sequence (Q96T88 whole entry, looked up, the tested form may be a part): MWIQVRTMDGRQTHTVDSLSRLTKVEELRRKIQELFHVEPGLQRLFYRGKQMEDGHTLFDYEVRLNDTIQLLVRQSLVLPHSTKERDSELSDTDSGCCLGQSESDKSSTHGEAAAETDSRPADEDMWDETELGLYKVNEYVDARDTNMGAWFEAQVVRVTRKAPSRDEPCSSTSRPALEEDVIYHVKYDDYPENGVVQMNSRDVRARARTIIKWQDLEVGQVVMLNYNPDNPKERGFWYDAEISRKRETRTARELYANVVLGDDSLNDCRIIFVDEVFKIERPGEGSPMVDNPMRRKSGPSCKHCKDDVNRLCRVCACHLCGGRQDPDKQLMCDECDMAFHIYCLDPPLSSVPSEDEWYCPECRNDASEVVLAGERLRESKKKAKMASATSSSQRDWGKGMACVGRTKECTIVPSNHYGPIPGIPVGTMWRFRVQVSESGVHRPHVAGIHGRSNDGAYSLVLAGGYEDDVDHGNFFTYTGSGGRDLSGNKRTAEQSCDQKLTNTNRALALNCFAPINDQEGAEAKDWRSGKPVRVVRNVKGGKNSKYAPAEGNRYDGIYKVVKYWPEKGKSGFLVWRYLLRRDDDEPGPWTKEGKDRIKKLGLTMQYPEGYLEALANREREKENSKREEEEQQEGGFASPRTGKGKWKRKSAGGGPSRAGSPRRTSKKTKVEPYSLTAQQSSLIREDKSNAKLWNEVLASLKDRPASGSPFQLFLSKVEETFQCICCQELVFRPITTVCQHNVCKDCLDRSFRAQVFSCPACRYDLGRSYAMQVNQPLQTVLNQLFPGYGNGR
mABHD4 FP – inhibits mouse alpha/beta hydrolase domain 4; Q8VD66; purified mABHD4, FP-Rh probe fluorescence polarization; inhibition, % at 8.92 µM; 0.54% of 370,000 active; AID 720543;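 active means inhibition exceeding the mean over every tested compound plus 3 SD, cut at about 30% in these data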;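 further: 0% = plate median of compound wells and 100% = S159A mutant with DMSO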
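assay system = mABHD4 protein | compound dosing = single nominal dose of 8.92 µM, 0.89% DMSO final | read-out basis = percent inhibition of probe binding, normalized to plate controls | schedule = Enzyme–compound pre-incubation 45 min, then probe 60 min, both 25 °C | detection = fluorescence polarization, excitation 525 nm, emission 598 nm, BODIPY TMR filters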
SIAE inh – human SIAE inhibition, primary screen; Q9HAT2; SIAE FP-Rh probe binding, fluorescence polarization; inhibition, % at 9.66 µM; 0.69% of 370,000 active;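 active means inhibition above a cutoff: mean of compounds within the control limits plus 3 SD of those, cut at about 17% in these data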;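 further: 0% = plate median of compound wells and 100% = probe without SIAE protein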
PG9 Ab binder – PG9 antibody binding by small molecule; 0.43% of 360,000 active; inhibition, % at 6.7 µM; TR-FRET gp120-PG9 antibody binding; in the data active means inhibition above about 8.5%
LEDGF integ inh – blocks HIV-1 LEDGF/p75-dependent DNA integration. AID 743269. inhibition, % at 3.7 µM. 0.64% of 370,000 active. TR-FRET IN-LEDGF/p75 DNA integration, Eu/Cy5;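 active means inhibition above the screen-wide mean plus 3 SD, cut at about 13% in these data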;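 further: signal is the Cy5 over europium emission ratio at 671 and 618 nm; 0% = plate median of compound wells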
* marks the source's active call; other numbers are inactive results; · = not tested or not shown. Rows are unselected. Share with any hit: about 4.2%.

SMILES | PRMT1 FP inh | TCR-CD3 inh | HTRA1 inhibitor | Tn7 DDE FP | TDP2 absorb | UHRF1 MBD2 ctr | mABHD4 FP | SIAE inh | PG9 Ab binder | LEDGF integ inh
COc1ccc(C(=O)N2CCNC(=O)C2CC(=O)Nc2ccc(C)cc2)cc1 (centres undefined) | -4 | -3 | 2 | -1 | 1 | 0 | -6 | 7 | -1.1 | -5
O=C(OCc1ccccc1)N1CCC2CC1c1ccc(N3CCOCC3)cc12 (centres undefined) | 1 | -7 | 0 | 12 | 11 | 3 | -3 | 3 | 0.8 | 0
CS(=O)(=O)N1CCN(c2ccc(C(=O)NC3C4CC5CC(C4)CC3C5)cc2[N+](=O)[O-])CC1 (centres undefined) | 3 | 3 | -4 | -5 | -7 | -2 | 0 | -1 | -2.8 | 1
CCOC(=O)c1nc2c(ccc3ccccc32)cc1C | -3 | -6 | · | 4 | -3 | -3 | -1 | 4 | 0.8 | 3
Cc1cc(C)nc(SCC(=O)NN)n1 | 3 | 1 | -2 | -5 | 2 | -1 | 5 | 5 | -0.4 | 0
N#Cc1ccc(S(=O)(=O)N2CCN(CC(=O)NCC3(N4CCOCC4)CCCCC3)CC2)cc1 | 0 | 3 | 3 | 3 | -2 | -2 | 5 | -4 | -0.7 | -3
COc1cc2ccc(C(C)=NNC(N)=S)cc2cc1OC | 5 | 3 | 1 | -3 | 6 | -7 | -8 | -1 | -1.7 | 1
CC1=C(C(=O)Nc2ccccc2F)C(c2ccsc2)C2=C(CC(C)(C)CC2=O)N1 (centres undefined) | 2 | 0 | -4 | -2 | -9 | 4 | -3 | -7 | -0.6 | 2
COc1cccc(C(=O)Nc2cccc(-c3nnc(-c4ccco4)o3)c2)c1 | -2 | 3 | -76 | 8 | 5 | -3 | -11 | -16 | -1.1 | 4
O=S(=O)(Nc1nc2ccccc2nc1NCc1ccco1)c1ccc(F)cc1 | -2 | 7 | 3 | 5 | -8 | 0 | 1 | -2 | -2.5 | 3
Clc1ccc(CON/C=N/c2ncnc3sccc23)cc1 | -2 | 5 | -25 | -4 | 9 | 1 | 2 | -6 | 0.8 | -1
Cc1ccccc1Nc1cc(=O)oc2ccccc12 | 3 | 3 | 2 | -5 | -3 | 0 | -7 | -6 | 1.6 | -1
CCCCN1C(=O)C(O)(CC(=O)c2ccccc2OC)c2ccccc21 (centres undefined) | -10 | 4 | -7 | -11 | -14 | 1 | -1 | -2 | -0.8 | 6
CCOC(=O)Cc1csc2nc(-c3ccccc3)cn12 | -2 | -3 | · | 5 | 2 | 1 | -11 | 4 | 0.6 | 3
CCCN(CCC)C(=O)Nc1cc(Cl)ccc1OC | -5 | 3 | 0 | -8 | 1 | 1 | -4 | 1 | -1.2 | 6
CCn1cc(C(=O)OCC(=O)NCc2ccccc2Cl)c(=O)c2ccc(C)nc21 | -4 | 0 | 8 | -4 | -4 | 2 | -6 | -2 | -2.4 | 1
c1ccc(COc2ncnc3c2ncn3CCCNCc2cccs2)cc1 | -2 | -4 | -1 | 1 | 3 | 3 | -3 | 14 | -3.6 | 0
Cc1c(N=C2NN=C(c3c[nH]c4ccccc34)CS2)c(=O)n(-c2ccccc2)n1C | 10 | 2 | -2 | -3 | 13 | -7 | 9 | 9 | -1.1 | 0
COc1ccc(CNC(=O)CN(Cc2ccc(F)cc2)C(=O)c2csnn2)cc1 | -6 | 5 | 4 | -4 | -1 | -2 | 2 | 5 | -3.6 | 8
CCN(CCCNC(=O)CN(C)S(=O)(=O)c1cccc2nsnc12)c1ccccc1 | 2 | -3 | 1 | -1 | 1 | 0 | 10 | 3 | -0.7 | 1
O=C(COC(=O)/C=C/c1ccccc1)Nc1cc(C(F)(F)F)ccc1N1CCOCC1 | 0 | 0 | 2 | 10 | 5 | 0 | 1 | 5 | -2.1 | -1
O=C(Cc1ccc(S(=O)(=O)N2CCOCC2)s1)N1CCN(S(=O)(=O)c2cccc(F)c2)CC1 | 6 | -2 | -1 | -3 | -6 | -1 | 3 | 1 | -0.2 | -1
Cc1ccc(-c2ccccc2NC(=O)C2C3C=CC(C3)C2C(=O)O)o1 (centres undefined) | 6 | 1 | -3 | 0 | -2 | -6 | 13 | 0 | -1.9 | -2
COC(=O)C1=CN(c2ccc(Cl)cc2)C=C(C(=O)OC)C1c1ccc([N+](=O)[O-])cc1 | 6 | 1 | -6 | 5 | -15 | 2 | -7 | -6 | -0.1 | 0
CCOC(=O)C1Cn2c(nc3c(c2=O)C(C)(C)Cc2ccccc2-3)S1 (centres undefined) | 1 | -12 | -6 | 1 | -2 | 1 | 2 | -5 | -0.3 | 0
Cc1oc2c(cc(NS(=O)(=O)c3ccc(C(C)C)cc3)c3ccccc32)c1C(=O)O | 4 | -5 | -22 | -4 | 3 | -1 | 9 | 0 | -3.3 | 3
Cc1ccccc1NC(=O)CCN1C(=O)c2ccccc2C1=O | 2 | 1 | 0 | 7 | -2 | 2 | 2 | -1 | -1.5 | 2
COCC(=O)Nc1cc(C)cn(Cc2ccccc2Cl)c1=O | 3 | 10 | 0 | 5 | 1 | -1 | -3 | -6 | -0.5 | 2
O=[N+]([O-])c1ccc(NCc2ccccn2)nc1 | -4 | 3 | 7 | 9 | -2 | -4 | -1 | 1 | -0.7 | -1
CCc1ccccc1NC(=O)CNC(=O)c1ccc(OCc2cn3ccccc3n2)cc1 | 9 | -3 | -1 | -4 | -7 | 4 | -15 | 2 | 0.2 | -4
O=C(COc1cc(F)ccc1[N+](=O)[O-])Nc1ccc(N2CCCCC2)cc1 | -7 | 1 | 8 | -4 | -9 | -2 | 7 | 4 | -1.6 | 5
CCN(CC)CCNC(=O)c1ccc(NC(=O)c2ccc(S(=O)(=O)N3CCCCCC3)cc2)cc1 | -6 | -9 | -9 | -10 | -19 | 1 | -20 | -8 | -1.6 | 8
Cc1coc2c(C)c3oc(=O)c(CCC(=O)NCCCn4ccnc4)c(C)c3cc12 | -3 | 2 | -6 | 1 | -7 | -4 | -13 | 0 | -1.2 | 1
Cc1ccc(C(=O)OCC(=O)NCCc2ccc(S(N)(=O)=O)cc2)o1 | 1 | 2 | -8 | -3 | 12 | 3 | 1 | -1 | -0.5 | 2
CSc1ccccc1Nc1ncnc(N)n1 | -2 | -2 | 2 | 0 | 7 | -1 | 0 | -2 | -0.2 | 0
Fc1ccc(F)c(NC2=NCCCCC2)c1 | -2 | 2 | 2 | 8 | 10 | -5 | -3 | 3 | -0.7 | -2
C[C@H]1CCC[C@]2(CC(=O)c3cc(F)ccc3O2)C1 | -1 | 4 | 1 | 1 | 4 | -3 | 3 | 13 | -1.7 | -1
CCCC(=O)N(Cc1cc(=O)[nH]c2ccccc12)c1ccccc1OC | 2 | -4 | -9 | 4 | 7 | 1 | 0 | 0 | -0.2 | -5
Cc1csc(NC(=O)c2cccc([N+](=O)[O-])c2C(=O)O)n1 | -4 | -3 | 3 | -7 | -13 | 5 | -3 | 6 | 0.4 | 0
CC(Oc1ccccc1)C(=O)NC1C(=O)N2C1SC(C)(C)C2C(=O)O (centres undefined) | -1 | -4 | 5 | 3 | 7 | 1 | 0 | 0 | -1.2 | 2
Cc1cc(C)c(OCCCn2ccnc2)c(C)c1 | -3 | 3 | 7 | 7 | 4 | -2 | 2 | 4 | 0.2 | 5
CCOc1ccc(CNCc2ccccc2Cl)cc1 | -1 | -3 | -5 | 0 | 9 | -1 | 6 | -6 | -0.2 | 1
CCCn1c(SCC(=O)Nc2ccc(OC)cc2)nnc1-c1ccncc1 | 2 | -1 | 3 | -5 | 8 | 1 | 5 | -7 | -1.6 | 0
CCOc1ccc(OCC(=O)OCC(=O)N(CC(C)C)c2c(N)n(Cc3ccccc3)c(=O)[nH]c2=O)cc1 | -7 | 1 | 1 | 2 | 13 | -4 | 4 | 1 | -0.1 | 0
CCc1c(-c2ccc(OC)c(OC)c2)ncn1CCc1ccccc1OC | 2 | -4 | · | 2 | 5 | 1 | 3 | 7 | -0.5 | -2
O=C(Cn1nnc(-c2cccc(C(F)(F)F)c2)n1)NC1CCCC1 | -2 | 2 | -3 | 3 | -5 | -1 | -1 | -6 | 0.4 | -5
CCN(CC(=O)NCc1ccc(Cl)cc1)C(=O)COc1ccc(Cl)cc1Br | 1 | -5 | -17 | 8 | 7 | 1 | -3 | -8 | -1.9 | 1
N#CCc1nc2n(n1)Cc1ccccc1-2 | 1 | 0 | 2 | 1 | -1 | -1 | 2 | -1 | 0.8 | -1
CC/C(=N\NC(=O)CSCc1ccc(Cl)cc1)c1ccc2c(c1)OCCO2 | -1 | -1 | -32 | -1 | -1 | -3 | -7 | 0 | -0.9 | 0
Cc1ccc(C(=O)NCc2cccs2)cc1S(=O)(=O)N1CCCCC1 | -1 | 8 | -5 | 1 | 0 | 7 | 1 | 15 | -1.2 | 0
CN(C)c1ccc(NC(=O)CC(NCc2ccccn2)C(=O)O)cc1 (centres undefined) | -1 | -3 | 8 | 7 | 2 | -3 | 6 | 3 | -5.9 | 2
O=C(NCc1ccccc1)c1ccc(=O)oc1 | 1 | -2 | -1 | 4 | -10 | 1 | 0 | -2 | 1.8 | -2
O=C(CN1C(=O)NC2(CCCCC2)C1=O)NCCc1ccccc1 | 1 | -6 | 10 | -3 | -7 | 0 | 3 | 0 | -1.7 | 1
CCOC(=O)c1cnn(-c2nc3c(C)cccc3s2)c1C | 0 | -6 | 3 | 3 | -10 | -3 | 1 | 5 | 1.6 | -3
Cc1ccc(S(=O)(=O)NC2(C(F)(F)F)NC(=O)N(c3ccccc3F)C2=O)cc1 (centres undefined) | -4 | -2 | 4 | -4 | 8 | 5 | -11 | 1 | -1.4 | 4
COc1cc(-c2ccc(N3C(c4ccsc4)=Cc4ccccc4C3CC(C)=O)cc2)cc(OC)c1OC (centres undefined) | -2 | -1 | · | 2 | 7 | -1 | -4 | 4 | -0.5 | -4

Quoted from the listing.
`Clc1ccc(CON/C=N/c2ncnc3sccc23)cc1` – PG9 Ab binder = 0.8
`Cc1csc(NC(=O)c2cccc([N+](=O)[O-])c2C(=O)O)n1` – PG9 Ab binder = 0.4

Sorted by molecular weight (rising): part of the list above.
SMILES | PRMT1 FP inh | TCR-CD3 inh | HTRA1 inhibitor | Tn7 DDE FP | TDP2 absorb | UHRF1 MBD2 ctr | mABHD4 FP | SIAE inh | PG9 Ab binder | LEDGF integ inh
N#CCc1nc2n(n1)Cc1ccccc1-2 | 1 | 0 | 2 | 1 | -1 | -1 | 2 | -1 | 0.8 | -1
CCOC(=O)c1cnn(-c2nc3c(C)cccc3s2)c1C | 0 | -6 | 3 | 3 | -10 | -3 | 1 | 5 | 1.6 | -3
O=C(CN1C(=O)NC2(CCCCC2)C1=O)NCCc1ccccc1 | 1 | -6 | 10 | -3 | -7 | 0 | 3 | 0 | -1.7 | 1

High-throughput results (PubChem)
